Assay outcomes deposited in PubChem BioAssay by NCI.
Growth percent in the NCI-60 one-dose screen (48 h, 10 µM unless noted): 100 = growth as untreated, 0 = no growth, -100 = all killed.
NCI-H23 = NCI-H23 lung cancer | actives 4% (n = 80,000) | AID 1794731
NCI-H226 = NCI-H226 lung cancer; AID 1794732; actives 3.5% (n = 79,000)
NCI-H322M = NCI-H322M lung cancer. actives 2.7% (n = 80,000). AID 1794733
IGROV1 = IGROV1 ovarian cancer; actives 4.7% (n = 79,000)
SK-OV-3 = SK-OV-3 ovarian cancer cells; actives 3.2% (n = 80,000)
OVCAR-4 = OVCAR-4 ovarian cancer cells | actives 3.7% (n = 80,000) | AID 1794784
NCI/ADR-RES = NCI/ADR-RES ovarian cells; actives 4.4% (n = 81,000); AID 1794790
NCI-H460 = NCI-H460 lung cancer; actives 6.8% (n = 82,000); AID 1794736
NCI-H522 = NCI-H522 lung cancer; actives 8% (n = 78,000)
An asterisk follows results filed as active; x = no result given; [ ] = another dose, or the depositor's remark. Rule for the calls: active = growth percent below 10; inactive = the rest.

SMILES	NCI-H23	NCI-H226	NCI-H322M	IGROV1	SK-OV-3	OVCAR-4	NCI/ADR-RES	NCI-H460	NCI-H522
Cc1nn(-c2ccccc2)c2nc3c(nc12)C1=NCCN1C(c1ccc2c(c1)OCO2)N3 (stereo unspecified)	96	84	86	95	99	86	98	103	x
C#Cc1ccc(NC(=O)c2sc3nc4c(cc3c2N)CCCCC4)cc1	101	94	104	106	97	87	101	86	80
CC(=O)N[C@H](C(=O)N[C@@H](CCCNC(=N)N)C(=O)N[C@@H](CCCCN)C(=O)N[C@@H](CCCNC(=N)N)C(=O)NC(C(=O)N[C@@H](CC(C)C)C(=O)N[C@@H](CCCNC(=N)N)C(=O)N[C@]1(C)CCCCCC/C=C/CCC[C@@](C)(C(=O)N[C@H](C(=O)N[C@@H](CCC(=O)O)C(N)=O)C(C)C)NC(=O)[C@H](CCC(=O)O)NC(=O)[C@H](CCCNC(=N)N)NC(=O)[C@H](CCC(=O)O)NC(=O)[C@H](CCC(N)=O)NC(=O)[C@H](CC(C)C)NC(=O)[C@H](CC(C)C)NC1=O)[C@@H](C)O)C(C)C (stereo partly specified)	104	106	x	109	103	112	115	104	86
CC1(C)CC(=O)C2=C(C1)OC(C(=O)c1ccc(N=[N+]=[N-])cc1)C2c1ccc(Br)cc1 (stereo unspecified)	102	x	106	103	104	112	102	110	92
OC(CN1CCOCC1)CN1CCOCC1	98	92	102	112	114	113	105	110	101
COc1ccc(C(=O)COc2ccc(/C=C3\COc4ccccc4C3=O)cc2)cc1	x	83	109	x	97	104	x	105	75
COc1ccc(-c2nc(-c3cn(C)c4ncccc34)cs2)cc1	11[100 µM]	2.9*[100 µM]	1.4*[100 µM]	18[100 µM]	-3.6*[100 µM]	1.6*[100 µM]	3.7*[100 µM]	-43*[100 µM]	20[100 µM]
O=C(Nc1ccccn1)c1noc2ccccc12	86	101	88	59	82	68	102	90	56
CSc1nsc(NN)n1	81	80	x	104	94	x	98	101	88
C/C=C/c1ccc(OC)cc1	100	102	97	110	105	106	96	110	101
Cc1cc2c(cc1C)Nc1sc(NC(=O)CN3CCOCC3)nc1C(=O)N2	97	101	99	110	96	110	105	102	68
Cn1c(=O)c2c(nc(N/N=C/c3ccccc3Br)n2C)n(C)c1=O	102	87	103	96	102	105	88	88	72
OCc1ccc(Cl)cc1Cl	107	90	103	112	123	120	112	109	91
Nc1ccc(S(=O)(=O)Nc2ccc(S(=O)(=O)O)cc2)cc1	98	102	x	100	98	117	102	103	87
O=C(NCCI)N(Cc1ccccc1)C(=O)SSCCc1ccccc1	102	89	96	105	120	94	105	112	89
CC(C)Sc1nc(NN)c(C#N)c(-c2ccc(F)cc2)n1	90	95	81	90	68	53	76	54	72
O=C(Nc1ccccc1)N1c2ccccc2SC1c1ccco1 (stereo unspecified)	80	x	94	96	107	69	75	91	78
COc1ccc(CCn2c(C)nc3ccc(C)cc3c2=O)cc1OC	96	99	92	82	94	99	93	106	78
COc1cc(-c2nn(-c3cccc(NC(=O)CN4CCCCC4)c3)cc2-c2ccncc2)ccc1Cl	88	100	x	79	95	99	100	94	96
CNC(=O)c1[nH]cc(-c2ccccc2)c1-c1ccccc1O	82	103	98	99	90	90	102	102	90
COc1ccc(OC)c(C#N)c1	90	111	87	97	125	111	95	109	100
CCOC(=O)c1ccc(N=Cc2cnc(N)nc2N)cc1	101	x	96	110	101	94	102	107	92
C=C(CNCCO)[C@@H]1CC[C@]2(CO)CC[C@]3(C)[C@H](CC[C@@H]4[C@@]5(C)CCC(N)C(C)(C)[C@@H]5CC[C@]43C)[C@@H]12 (stereo partly specified)	84	88	80	65	95	65	95	-27*	0.7*
Cc1ccc([C@H]2C(C(=O)c3ccc(Cl)cc3)C3(N[C@@H]2c2ccccc2)C(=O)Nc2ccccc23)cc1 (stereo partly specified)	44	45	55	59	53	49	35	46	13
COc1cc2c3c(n(CCCN4CCCC4)c(=O)c2cc1OC)-c1cc2c(cc1C3=O)OCO2	-73*	80	-40*	-71*	54	-59*	-40*	-79*	-60*
CCNC(=O)Oc1ccc(/C(=C(/C)c2ccc(Cl)cc2)c2ccc(OCCN3CCCC3)cc2)cc1	87	96	93	78	106	89	79	81	97
COc1cccc(-c2c(C#N)c(-c3ccc(Cl)cc3)nc3c2c(-c2ccccc2)nn3-c2ccccc2)c1	96	91	92	103	92	95	95	103	79
CC(Sc1nc2ccccc2c(=O)n1CCc1ccc(S(N)(=O)=O)cc1)C(=O)Nc1ccccc1 (stereo unspecified)	92	100	80	104	111	97	95	110	77
COc1cc(C(=O)NNC(=O)c2ccc(NC(=O)CCl)cc2)cc(OC)c1OC	79	95	89	75	99	88	102	99	-34*
O=C(CC1c2ccccc2NC(=O)N1Cc1ccccc1)c1c[nH]c2ccccc12 (stereo unspecified)	92	96	97	82	90	93	83	93	78

Reprinted from the part before: 2 entries, then new ones.
SMILES	NCI-H23	NCI-H226	NCI-H322M	IGROV1	SK-OV-3	OVCAR-4	NCI/ADR-RES	NCI-H460	NCI-H522
COc1cc(C(=O)NNC(=O)c2ccc(NC(=O)CCl)cc2)cc(OC)c1OC	79	95	89	75	99	88	102	99	-34*
O=C(CC1c2ccccc2NC(=O)N1Cc1ccccc1)c1c[nH]c2ccccc12 (stereo unspecified)	92	96	97	82	90	93	83	93	78
COc1ccc(NC(=O)C2CCN(c3nc(C(F)(F)F)ccc3C#N)CC2)cc1	x	95	93	98	103	89	90	101	78
N#Cc1ccc(NC(=O)N(CCCl)N=O)cc1	98	105	92	96	95	103	100	105	94
COc1ccc(/C=C(\C#N)c2ccc(OC)cc2)cc1	x	83	x	x	75	82	4.0*	51	x
COc1ccc(/C=c2\c(=O)n(-c3ccccc3)c3nn4c(n23)=NNCC(=O)C4)cc1	98	85	105	100	92	107	104	108	100
C#C[C@]1(O)CC[C@H]2[C@@H]3CC=C4c5sc(Nc6cccc(F)c6)nc5CC[C@]4(C)[C@H]3CC[C@@]21C	28	44	54	50	-11*	44	38	24	32
CCN(CC)C(=O)CCBr	103	81	101	102	104	x	107	103	x
C[N+]1(CCCCCNC2=CC(=O)C(NCCCCC[N+]3(C)CCCCC3)=CC2=O)CCCCC1	x	100	x	114	109	95	110	109	93
COc1cc(CNC(=O)Cc2ccccc2)ccc1OCc1cn(-c2cccc([N+](=O)[O-])c2)nn1	97	x	106	101	x	88	89	100	93
C=C(C(N)=O)C(N)C(=O)O (stereo unspecified)	110	112	100	100	112	115	112	108	100
CCOC(=O)c1cc(-c2ccc(OC)cc2)[nH]c1NNC(=O)CCOC	114	105	118	2.8*	105	113	125	119	98
CO/N=C(/C)c1ccc(NC(=O)CSc2nnc(-c3cnccn3)n2-c2ccccc2)cc1	95	87	95	91	70	91	97	98	87
CC(C)CNC(=O)/C=C/c1ccc2c(c1)OCO2	97	99	97	96	93	105	107	108	92
CN=C1NC(C)(C)C2CCC(C)(CC2)S1	98	102	104	108	109	105	111	103	101
C=C(C)[C@@H]1CC[C@]2(C(=O)Nc3ccccn3)CC[C@]3(C)[C@H](CC[C@@H]4[C@@](C)(CCC#N)[C@H](C(=C)C)CC[C@]43C)[C@@H]12	91	87	91	80	107	76	92	87	88
COc1ccc(-c2cn(-c3ccc(Cl)cc3)c(SCC(=O)c3ccccc3)n2)cc1	82	81	91	82	85	75	99	95	77
CC(C)Sc1nc(N)nc2nc[nH]c12	106	99	122	87	x	111	95	101	103
CC(C)=CCC/C(C)=C/CC/C(C)=C/CC[C@]1(C)CCc2cc(OC(=O)NS(=O)(=O)c3ccc(C)cc3)c(C)c(C)c2O1	x	124	115	108	106	95	90	99	83
CCCNNC(=O)c1ccc(-c2ccc(NC(=O)CCCCCCC(=O)N[C@H](C(=O)N3C[C@H](O)C[C@H]3C(=O)N[C@@H](C)c3ccc(-c4scnc4C)cc3)C(C)(C)C)cc2)cc1	37	47	35	25	18	54	97	32	10
CCOC(=O)c1cnn2c(-c3ccccc3O)nc(SCC)nc12	90	86	86	73	75	101	86	102	73
O=CNc1ccc(-n2cnc3cc(-c4ccc(O)cc4)ccc32)cc1	86	84	91	118	111	75	82	87	82
OCC1(CO)COC(c2ccccc2)=N1	97	130	108	108	121	103	102	113	90
O=C(/C=C/c1cn(-c2ccccc2)nc1-c1ccc(Cl)cc1)OCc1cn(-c2ccccc2[N+](=O)[O-])nn1	85	75	91	93	97	99	88	104	85
NCCNc1nc2c3c(sc2c(=O)[nH]1)CCCC3	94	86	89	101	108	111	104	85	105
CCOC(=O)C(/C=N/Nc1ccccc1)C(=O)OCC	107	93	111	110	125	104	115	105	101
COc1cc(/C=C2\C(=O)N(CCCCn3c4ccccc4c(=O)c4ccccc43)c3ccccc32)cc(OC)c1O	72	92	86	52	97	56	49	60	27
Nc1nnc(-c2nonc2N)o1	105	101	116	113	112	108	107	110	100
O=C1NCCN1/N=C/c1c(Cl)n(Cc2ccc(Cl)cc2)c2ccccc12	98	65	110	25	146	79	91	41	94
CCCCSc1ncnc2c1ncn2C1CCCCO1 (stereo unspecified)	106	107	114	106	106	108	102	111	106
COc1cccc(CCC(=O)c2cc3c(N)c(C(=O)Nc4cccc(Cl)c4C)sc3nc2C)c1	37	46	44	24	32	37	11	7.8*	12
COc1cc(NC(=O)c2cccc(-c3cc(=O)c4c(OC)c(OC)c(OC)cc4o3)c2)cc(OC)c1OC	49	59	69	52	x	75	51	30	35

Shown comma-delimited: 17 of the compounds above
smiles,NCI-H23,NCI-H226,NCI-H322M,IGROV1,SK-OV-3,OVCAR-4,NCI/ADR-RES,NCI-H460,NCI-H522
C=C(C)[C@@H]1CC[C@]2(C(=O)Nc3ccccn3)CC[C@]3(C)[C@H](CC[C@@H]4[C@@](C)(CCC#N)[C@H](C(=C)C)CC[C@]43C)[C@@H]12,91,87,91,80,107,76,92,87,88
COc1ccc(-c2cn(-c3ccc(Cl)cc3)c(SCC(=O)c3ccccc3)n2)cc1,82,81,91,82,85,75,99,95,77
CC(C)Sc1nc(N)nc2nc[nH]c12,106,99,122,87,x,111,95,101,103
CC(C)=CCC/C(C)=C/CC/C(C)=C/CC[C@]1(C)CCc2cc(OC(=O)NS(=O)(=O)c3ccc(C)cc3)c(C)c(C)c2O1,x,124,115,108,106,95,90,99,83
CCCNNC(=O)c1ccc(-c2ccc(NC(=O)CCCCCCC(=O)N[C@H](C(=O)N3C[C@H](O)C[C@H]3C(=O)N[C@@H](C)c3ccc(-c4scnc4C)cc3)C(C)(C)C)cc2)cc1,37,47,35,25,18,54,97,32,10
CCOC(=O)c1cnn2c(-c3ccccc3O)nc(SCC)nc12,90,86,86,73,75,101,86,102,73
O=CNc1ccc(-n2cnc3cc(-c4ccc(O)cc4)ccc32)cc1,86,84,91,118,111,75,82,87,82
OCC1(CO)COC(c2ccccc2)=N1,97,130,108,108,121,103,102,113,90
O=C(/C=C/c1cn(-c2ccccc2)nc1-c1ccc(Cl)cc1)OCc1cn(-c2ccccc2[N+](=O)[O-])nn1,85,75,91,93,97,99,88,104,85
NCCNc1nc2c3c(sc2c(=O)[nH]1)CCCC3,94,86,89,101,108,111,104,85,105
CCOC(=O)C(/C=N/Nc1ccccc1)C(=O)OCC,107,93,111,110,125,104,115,105,101
COc1cc(/C=C2\C(=O)N(CCCCn3c4ccccc4c(=O)c4ccccc43)c3ccccc32)cc(OC)c1O,72,92,86,52,97,56,49,60,27
Nc1nnc(-c2nonc2N)o1,105,101,116,113,112,108,107,110,100
O=C1NCCN1/N=C/c1c(Cl)n(Cc2ccc(Cl)cc2)c2ccccc12,98,65,110,25,146,79,91,41,94
CCCCSc1ncnc2c1ncn2C1CCCCO1 (stereo unspecified),106,107,114,106,106,108,102,111,106
COc1cccc(CCC(=O)c2cc3c(N)c(C(=O)Nc4cccc(Cl)c4C)sc3nc2C)c1,37,46,44,24,32,37,11,7.8*,12
COc1cc(NC(=O)c2cccc(-c3cc(=O)c4c(OC)c(OC)c(OC)cc4o3)c2)cc(OC)c1OC,49,59,69,52,x,75,51,30,35

Next section.
SMILES	NCI-H23	NCI-H226	NCI-H322M	IGROV1	SK-OV-3	OVCAR-4	NCI/ADR-RES	NCI-H460	NCI-H522
O=C(/C=C(/C=C/c1cccc(OC(F)(F)F)c1)OB(F)F)/C=C/c1cccc(OC(F)(F)F)c1	97	101	106	111	103	110	101	x	88
COc1ccc(C2Cc3ncccc3-c3nc(N)c4cccnc4c32)c(OC)c1OC (stereo unspecified)	97	91	102	95	106	108	93	109	93
CN(C)c1ccc2c(c1)/C(=N/O)c1ccccc1-2	89	92	113	x	90	83	42	97	89
c1ccc(CCN2CCC(COC(c3ccccc3)c3ccccc3)C2)cc1 (stereo unspecified)	74	82	85	69	94	64	79	62	68
Cc1cc(C)c(S(=O)(=O)N2CCN(c3cc4c(cc3F)c(=O)c(C(=O)O)cn4C3CC3)CC2)c(C)c1	57	72	75	36	82	76	70	39	67
